Compound activity (PubChem)
RGS4 block – RGS4 inhibitors, primary screen, cell-based, HEK293 M3R inducible RGS4, calcium flux; Regulator of G-protein signaling 4 (Homo sapiens), P49798; Fluo-4 calcium flux; hits give high values; triggered by carbachol at its EC20; B-score at 10 µM; 310,000 tested, 0.45% active; AID 463165, 2010;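 active = B-score, a plate-corrected calcium signal, over three deviations above library mean, with baseline fluorescence within five deviations of library mean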;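 note: RGS4 expression induced by doxycycline in cells with stable M3 receptor; B-score is computed from the integrated fluorescence ratio over baseline after carbachol; higher B-score means a larger calcium signal and so more RGS4 inhibition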
KCNQ1 act – potentiators or activators of KCNQ1 channel, primary screen, cell-based, thallium flux, high-throughput; Potassium voltage-gated channel subfamily KQT member 1 (Homo sapiens), P51787; CHO-K1 KCNQ1, thallium flux FluxOR fluorescence; hits give high values; B-score at 10 µM; 310,000 tested, 0.35% active;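 active = fluorescence ratio B-score, a plate-corrected score, at least three library SD, with initial intensity B-score within 5 SD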
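Assay system: CHO-K1 cells stably expressing KCNQ1; Medium: assay buffer with matched DMSO; Also added: K+/Tl+ depolarizing stimulus; Dosing: single dose; Timing: dye 90 min, compound 20 min, room temperature; Measured by: kinetic FluxOR thallium fluorescence, 10-s 1-Hz baseline, 110-s post-stimulus read; Read-out: peak-minus-minimum fluorescence over initial fluorescence, negative-control normalized, B-scored.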
MrgX1 agonist – agonists of human MrgX1 receptor, primary screen, HEK293 cells, Fluo-4 calcium flux; Fluo-4 calcium fluorescence, agonist mode; hits give high values; 310,000 tested, 0.44% active; Mas-related G-protein coupled receptor member X1 (Homo sapiens), Q96LB2; B-score at 10 µM;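 active = calcium response B-score plate-corrected fluorescence ratio at least 3 library SD, with starting fluorescence B-score inside 5 SD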
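Test system: HEK293 cells stably expressing human MrgX1 receptor; Input: fifteen thousand cells per well; Dosing: compound delivered in addition one of three; Schedule: overnight seeding, then 1 h dark dye loading; Technique: Fluo-4 NW calcium fluorescence; Measure: B-scored fluorescence response ratio; Controls: positive and negative controls per plate.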
KCNQ1 block – inhibitors of human KCNQ1 channel, primary screen, cell-based, thallium flux, high-throughput. CHO-K1 KCNQ1, FluxOR thallium flux fluorescence; hits give high values. B-score at 10 µM. 310,000 tested, 1.3% active;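 active = compounds whose thallium flux B-score, printed positive for inhibition, exceeds three library SD while starting fluorescence stays within three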;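 note: channel opened by potassium depolarization with thallium stimulus after 20 min compound exposure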
RGS4 act – RGS4 potentiators or activators, primary screen, cell-based, HEK293 M3R inducible RGS4, calcium flux; carbachol calcium flux Fluo4; hits give low values; B-score at 10 µM; 310,000 tested, 0.92% active;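 active = B-score of the integrated calcium signal more than 4 SD below the library mean, with starting fluorescence not abnormally high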;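 note: negative B-score means reduced calcium response which marks RGS4 activation or potentiation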
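Reagent: ECmax carbachol challenge; Test system: M3R-expressing HEK293 line, RGS4 induced by doxycycline; Schedule: overnight RGS4 induction, 30 min dye load 37 °C, 20 min compound RT; Detection: calcium dye Fluo4 fluorescence; Read-out: Agonist-evoked peak-minus-minimum fluorescence over baseline, integrated ratio, B score.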
KCNK3 block – human KCNK3 channel inhibitors, primary screen, CHO cells, FluxOR thallium flux, B-score; Potassium channel subfamily K member 3 (Homo sapiens), O14649; FluxOR fluorescence; hits give low values; B-score at 10 µM; 340,000 tested, 0.84% active; AID 602410, 2012;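 active = B-score under library mean minus 4 SD, starting fluorescence ratio at most library mean plus 5 SD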;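 note: more negative B-score means stronger inhibition of thallium flux through KCNK3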
hERG protect – hERG rescue from dofetilide block, primary screen, cell-based, CHO-hERG, FluxOR thallium flux, dofetilide IC70 | Voltage-gated inwardly rectifying potassium channel KCNH2 (Homo sapiens), Q12809 | dofetilide IC70 present | activation (rescue from dofetilide block), less the hit threshold, % at 10 µM | 310,000 tested, 0.51% active | AID 1511, 2009;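 active = activation above the mean of controls blocked by dofetilide plus 5 SD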;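 note: thallium influx through hERG after potassium depolarization seen as dye fluorescence rise; in these data hits start at about 4.7%; inactives centre near -7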
Target sequence (Q12809 whole entry, looked up): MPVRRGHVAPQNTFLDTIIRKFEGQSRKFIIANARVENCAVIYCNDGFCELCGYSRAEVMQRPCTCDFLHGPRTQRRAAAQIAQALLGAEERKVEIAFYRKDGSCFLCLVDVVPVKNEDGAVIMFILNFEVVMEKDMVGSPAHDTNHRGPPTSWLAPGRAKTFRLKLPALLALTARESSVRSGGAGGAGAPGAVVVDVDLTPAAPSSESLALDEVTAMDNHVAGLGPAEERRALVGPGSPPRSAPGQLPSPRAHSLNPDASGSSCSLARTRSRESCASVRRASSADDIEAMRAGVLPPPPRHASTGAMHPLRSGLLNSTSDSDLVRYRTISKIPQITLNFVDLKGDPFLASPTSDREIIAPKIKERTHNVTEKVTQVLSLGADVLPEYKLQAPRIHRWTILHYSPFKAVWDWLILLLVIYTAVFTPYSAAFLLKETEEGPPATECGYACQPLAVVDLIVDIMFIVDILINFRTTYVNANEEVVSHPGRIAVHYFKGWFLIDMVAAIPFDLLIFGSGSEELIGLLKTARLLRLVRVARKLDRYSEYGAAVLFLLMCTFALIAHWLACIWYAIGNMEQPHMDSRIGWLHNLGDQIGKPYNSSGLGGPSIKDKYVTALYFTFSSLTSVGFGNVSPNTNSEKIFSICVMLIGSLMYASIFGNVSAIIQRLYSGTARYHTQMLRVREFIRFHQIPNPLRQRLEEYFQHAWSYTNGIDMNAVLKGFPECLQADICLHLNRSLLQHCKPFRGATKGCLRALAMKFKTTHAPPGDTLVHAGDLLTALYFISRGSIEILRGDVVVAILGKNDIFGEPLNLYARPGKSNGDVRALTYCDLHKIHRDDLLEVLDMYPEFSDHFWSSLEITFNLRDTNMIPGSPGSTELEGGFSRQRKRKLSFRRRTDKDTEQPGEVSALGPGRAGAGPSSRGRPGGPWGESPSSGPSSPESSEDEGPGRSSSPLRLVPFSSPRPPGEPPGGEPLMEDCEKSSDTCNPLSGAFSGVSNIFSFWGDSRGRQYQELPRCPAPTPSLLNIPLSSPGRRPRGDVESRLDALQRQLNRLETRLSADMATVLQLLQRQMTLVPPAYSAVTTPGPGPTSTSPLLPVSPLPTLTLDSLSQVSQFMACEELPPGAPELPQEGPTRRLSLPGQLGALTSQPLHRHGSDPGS
TMEM16A inh – TMEM16A chloride channel inhibitors, primary screen, cell-based, HTS | Anoctamin-1 (Mus musculus), Q8BHY3 | HEK293 TMEM16A/YFP iodide influx fluorescence, ionomycin | normalized B-score (activity score, 25-100; higher = stronger inhibition) at 10 µM | 310,000 tested, 1.2% active | AID 588511, 2011;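 active = ratio plate-corrected score three or more library SD toward inhibition, starting fluorescence score within five deviations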;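 note: score derived from kinetic fluorescence span divided by baseline fluorescence per well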
KCNK9 block – KCNK9 potassium channel inhibitors, primary screen, HEK293 cells, thallium flux. Potassium channel subfamily K member 9 (Homo sapiens), Q9NPC2. FluxOR thallium flux fluorescence; hits give low values. B-score at 10 µM. 310,000 tested, 1.2% active;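 active = ratio B-score over 3 SD below the library mean, with starting fluorescence within 5 SD of its mean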;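 note: negative B-score means less thallium flux so channel inhibition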
TMEM16A act – TMEM16A chloride channel activators or potentiators, primary screen, cell-based, HTS | HEK293 TMEM16A/YFP-H148Q/I152L, iodide quench fluorescence; hits give low values | B-score at 10 µM | 340,000 tested, 0.3% active;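 active = fluorescence-ratio B-score plate-corrected deviation score at least 3 library SD below zero, with starting fluorescence score within 5 deviations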;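 note: channel opened by trigger with iodide after compound preincubation; score built on the fluorescence ratio of max minus min over baseline; more negative score means more quench and so TMEM16A activation or potentiation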
MrgX1 allo act – positive allosteric modulators of MrgX1, primary screen, HEK293 cells, Fluo-4 calcium flux | Mas-related G-protein coupled receptor member X1 (Homo sapiens), Q96LB2 | FDSS; hits give high values | B-score at 10 µM | 310,000 tested, 0.63% active | AID 588675, 2011;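 active = plate-corrected calcium response at least 3 library SD above typical, normal starting fluorescence, not activating the receptor alone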;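 note: compound read alongside a low EC10 to EC30 dose of BAM8-22 agonist; peak minus trough fluorescence over baseline measured at the second addition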
* = called active by the depositor; i = inactive; · = not tested or not shown.

SMILES	KCNQ1 act	MrgX1 allo act	KCNK3 block	RGS4 block	TMEM16A act	hERG protect	MrgX1 agonist	TMEM16A inh	KCNQ1 block	KCNK9 block	RGS4 act
COc1ccc(CN(C)S(=O)(=O)c2nnc(NC(=O)c3cccc(F)c3)s2)cc1OC	i	i	i	i	i	-5	i	i	i	i	i
COc1ccc(N(CC(=O)NCCc2ccccc2)C(=O)CCC(=O)Nc2nccs2)c(OC)c1	i	i	i	i	i	-9	i	i	i	i	i
CN(C)S(=O)(=O)c1ccc(N2CCCC2)c(C(=O)Nc2nc(-c3ccc(F)c(F)c3)cs2)c1	i	i	i	i	i	-6	i	i	i	i	i
O=C(Nc1nc2ccc(F)cc2s1)c1ccccn1	i	i	·	i	·	-8	i	i	i	i	i
COc1cc(OC)cc(C(=O)N[C@H](C(=O)Nc2nc(-c3cc(OC)ccc3OC)cs2)C(C)C)c1	i	i	i	i	i	1	i	i	i	i	i
Cc1c(O)c2ccccc2oc1=O	i	i	i	i	i	-7	i	i	i	i	i
CS(=O)(=O)c1ccc2nc(NC(=O)C3CCCCC3)sc2c1	i	i	i	i	i	-5	i	i	i	i	i
CCOC(=O)CN1C(=O)C(=O)N(Cc2c(Cl)cccc2Cl)C1=O	i	i	i	i	·	-4	i	i	i	i	i
CCSc1nnc(NC(=O)C2CCCCC2C(=O)O)s1 (centres undefined)	i	i	i	i	i	1	i	i	i	i	i
CCC(C)[C@H](NC(=O)NCc1ccc(S(N)(=O)=O)cc1)C(=O)O (some centres undefined)	i	i	i	i	i	-9	i	i	i	i	i
CC1CCC(C(C)C)C(OC(=O)Cn2nnc3c(cnn3-c3ccccc3)c2=O)C1 (centres undefined)	i	i	i	i	i	-20	i	i	i	i	i
CCN(C(=O)c1cc2c(=O)[nH]c3ccc(C)cc3c2s1)c1ccccc1F	26*	i	i	i	i	9.2*	i	i	i	i	i
O=C(NCC1CCCO1)c1csc2c1CCCCC2 (centres undefined)	i	i	i	i	i	-5	i	i	i	i	-9.1*
CCCCn1c(CN2CCN(c3ccc(F)cc3)CC2)nc2c1c(=O)n(C)c(=O)n2C	i	i	i	i	i	-9	i	i	i	i	i
CC(C)OC(=O)C1C(=O)CC(C)(O)C(C(=O)OC(C)C)C1c1cccc([N+](=O)[O-])c1 (centres undefined)	i	i	i	i	i	-9	i	i	i	i	i
COc1ccc(OCCn2cc(C=O)c3ccccc32)cc1	i	i	i	i	i	-7	i	i	i	i	i
Cc1c(-c2ccc(Cl)cc2Cl)nc2ccccc2c1C(=O)NCCN1CCOCC1	i	i	i	i	i	-10	i	i	i	i	i
O=C(O)CCN1C(=O)C2C3CC(C2C1=O)C1C(c2ccccc2)c2sc(=O)[nH]c2SC31 (centres undefined)	i	i	i	i	i	-4	i	i	i	i	i
COc1ccc(N2CCN(S(=O)(=O)c3ccc4c(c3)NC(=O)CS4)CC2)cc1	i	i	i	i	i	-3	i	i	i	i	i
Cc1ccccc1CNC(=O)CCCn1ncn2c(cc3occc32)c1=O	i	i	i	i	i	-6	i	i	i	i	i
CC(=O)CCC(=O)N1CCCC(CNC(=O)c2ccc(-c3ccccc3)cc2)C1 (centres undefined)	i	i	i	i	i	-15	i	i	i	i	i
Cc1c(NC(=O)CSc2n[nH]c(=O)n2-c2ccccc2)c(=O)n(-c2ccccc2)n1C	i	i	i	i	i	-4	i	i	i	i	i
COc1ccc(Cl)cc1S(=O)(=O)NC(C)C(=O)NCc1ccncc1 (centres undefined)	i	i	i	i	i	-5	i	i	i	i	i
Cc1cccc(S(=O)(=O)NCC2CCCO2)c1 (centres undefined)	i	i	i	i	i	-2	i	i	i	i	i
NS(=O)(=O)c1cc2c(cc1Cl)NC(CSCc1ccccc1)=NS2(=O)=O	i	i	i	i	i	-9	i	i	i	i	i

SMILES	KCNQ1 act	MrgX1 allo act	KCNK3 block	RGS4 block	TMEM16A act	hERG protect	MrgX1 agonist	TMEM16A inh	KCNQ1 block	KCNK9 block	RGS4 act
c1ccc2c(-c3nnc4n3CCCCC4)c[nH]c2c1	i	i	i	i	i	-6	i	i	i	i	i
CC(C)N1C(=S)SC2CS(=O)(=O)C=C21 (centres undefined)	i	i	i	i	i	-1	i	i	i	i	i
c1ccc(C(c2nnnn2C2CCCC2)N2CCCCCC2)nc1 (centres undefined)	i	i	i	i	i	2	i	i	i	i	i
CCOC(=O)Cc1cc(=O)[nH]c(=O)[nH]1	i	i	i	i	i	-4	i	i	i	-8.5*	i
CCOC(=O)C1C(c2cc(OC)c(O)c(OC)c2)NC(=S)NC1(O)C(F)(F)F (centres undefined)	i	i	i	i	i	-9	i	i	i	i	i
CCOc1ccc(NC(=O)COC(=O)c2cccnc2)cc1	i	i	i	i	i	-1	i	i	i	i	i
O=C(Nc1ccncc1)Nc1cccc(C(F)(F)F)c1	i	i	i	i	i	-25	i	i	i	i	i
CNC(=O)C12N=CNN=C1N(C)C(=O)N2C (centres undefined)	i	i	i	i	i	1	i	i	i	i	i
Cc1nc(NC(=O)c2ccc(-c3cc4ccccc4oc3=O)cc2)ccc1Br	i	i	i	i	i	-3	i	i	i	i	i
CCOC(=O)c1[nH]ncc1CN1CCCC(C(=O)c2ccc(OC)c(OC)c2)C1 (centres undefined)	i	i	i	i	i	-3	i	i	i	i	i
Cc1ccccc1OCc1nc(-c2ccc(NC(=O)c3ccc4c(c3)OCO4)cc2)no1	i	i	i	i	i	-11	i	i	i	i	i
CCOc1ccccc1-c1nc(-c2ccc(C)nc2OC)no1	i	i	i	i	i	-5	i	i	i	i	i
CCN1CCN(C(CNS(=O)(=O)c2cccs2)c2cccnc2)CC1 (centres undefined)	i	i	i	i	i	-11	i	i	i	i	i
Cc1nnc(N/N=C/c2cc(C)n(-c3ccc(F)cc3)c2C)n1N	i	i	i	i	i	-5	i	i	i	i	i
Cc1ccc(OCc2cc(C(=O)N3CCc4[nH]cnc4C3c3ccccn3)no2)cc1C (centres undefined)	i	i	i	i	i	-13	i	i	i	i	i
COc1ccc(N=C/C=C2/C=C(c3ccccc3)OC(C)(C)O2)cc1	i	i	i	i	i	-27	i	i	i	i	i
COc1ccc(/C=N/NC(=O)c2cccnc2)cc1CN1CCN(c2ccc(F)cc2)CC1	i	i	i	i	i	-12	i	i	i	i	i
Cc1cccc(Nc2cnn(C34CC5CC(CC(CC(=O)O)(C5)C3)C4)c(=O)c2Cl)c1	i	i	i	i	i	-4	i	i	i	i	i
COc1ccc(/C=C2\Sc3ccc(C(=O)N4CCc5ccccc5C4)cc3N(C)C2=O)cc1	i	i	·	i	·	-13	i	i	i	i	i
Cc1ccc2nc(-c3ccc(NC(=O)CN4C(=O)NC(C)(c5ccc(OC(F)F)cc5)C4=O)cc3)sc2c1 (centres undefined)	i	i	i	i	i	-11	i	i	i	i	i
O=C(O)CCCN=Cc1c(O)c2ccccc2oc1=O	i	i	i	i	i	-10	i	i	i	i	i
COc1cc(OC)c(C(=O)Nc2ccc(S(=O)(=O)N3CCCCC3)cc2)cc1OC	i	i	i	i	i	-14	i	i	i	i	i
Cc1c(NC(=O)NC2CCCCC2)cccc1[N+](=O)[O-]	i	i	i	i	i	-12	i	i	i	i	i
COc1ccc(NC(=O)C2=NNC(=O)CC2)cc1S(=O)(=O)N1CCCCC1	i	i	i	i	i	-9	i	i	i	i	i
Cc1cc(S(=O)(=O)Nc2ccc(C(=O)NCC(c3ccco3)N3CCCC3)cc2)ccc1F (centres undefined)	i	i	i	i	i	-11	i	i	i	i	i

SMILES	KCNQ1 act	MrgX1 allo act	KCNK3 block	RGS4 block	TMEM16A act	hERG protect	MrgX1 agonist	TMEM16A inh	KCNQ1 block	KCNK9 block	RGS4 act
COc1ccc(-n2nnc3c(=O)n(CC(=O)N4CCC(Cc5ccccc5)CC4)cnc32)cc1	i	i	i	i	i	-9	i	i	i	i	i
N#Cc1c(-c2ccccc2)nc(N2CCN(Cc3ccccc3)CC2)[nH]c1=O	i	i	i	i	i	-3	i	i	i	i	i
O=C(OCc1nc2ccsc2c(=O)[nH]1)c1cccc(S(=O)(=O)N2CCOCC2)c1	i	i	i	i	i	-5	i	i	i	i	i
COc1cccc(CNc2ccccn2)c1O	i	i	i	i	i	-2	i	i	i	i	i
CC(=O)NCC(=O)NC(C(=O)Nc1ccc2c(c1)OCCO2)c1ccccc1 (centres undefined)	i	i	i	i	i	-7	i	i	i	i	i
O=c1c2ccccc2nc(-c2ccco2)n1Cc1ccccc1	i	i	i	i	i	-13	i	i	i	i	i
Cc1c(C(=O)OC(C)C)sc(NC(=O)C2CCCO2)c1C(=O)OC(C)C (centres undefined)	i	i	i	i	i	-7	i	i	i	i	i
Cc1ccc(OCC(=O)Nc2cccnc2Cl)cc1C	i	i	i	i	i	-8	i	i	i	i	i
CCCCCC(=O)N1CC2(CC)CN(C(=O)CCCCC)CC(CC)(C1)C2=O	i	i	i	i	i	-16	i	i	i	i	i
O=C(NCc1ccccc1F)C(=O)NCC1OCCCN1S(=O)(=O)c1cccs1 (centres undefined)	i	i	i	i	i	-10	i	i	i	i	i
